Screens (PubChem BioAssay)
MrgX1 antag = antagonists of human MrgX1 receptor, primary screen, HEK293 cells, Fluo-4 calcium flux. AID 588676, 2011. B-score at 10 µM. actives 1.3% (n = 310,000). BAM8-22 antagonism; active compounds read low;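 active means calcium-response B-score plate-corrected more than 3 library SD below zero, starting fluorescence within 5 deviations, no agonist response on first addition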;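 further: peak minus trough fluorescence over baseline after final BAM8-22 challenge near maximal dose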
Target sequence (Q96LB2 whole entry, looked up): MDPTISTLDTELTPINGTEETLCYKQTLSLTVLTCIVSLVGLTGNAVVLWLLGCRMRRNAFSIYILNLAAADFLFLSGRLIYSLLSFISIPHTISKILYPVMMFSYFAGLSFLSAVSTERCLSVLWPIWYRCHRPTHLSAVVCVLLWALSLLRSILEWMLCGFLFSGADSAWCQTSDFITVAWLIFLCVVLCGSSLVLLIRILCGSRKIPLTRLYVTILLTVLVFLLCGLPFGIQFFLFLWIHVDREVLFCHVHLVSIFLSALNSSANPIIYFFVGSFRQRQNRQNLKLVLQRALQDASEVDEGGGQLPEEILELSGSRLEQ
RGS4 act = RGS4 potentiators or activators, primary screen, cell-based, HEK293 M3R inducible RGS4, calcium flux; carbachol calcium flux Fluo4; active compounds read low; B-score at 10 µM; actives 0.92% (n = 310,000); AID 463111, 2010;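 active means B-score of the integrated calcium signal more than 4 SD below the library mean, with starting fluorescence not abnormally high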;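 further: negative B-score means reduced calcium response which marks RGS4 activation or potentiation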
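System – HEK293 FlpIn-TREx cells, stable M3R, doxycycline-inducible RGS4 · Reagent – ECmax carbachol challenge · Times – compound preincubation 20 min at room temperature before agonist · Technique – Fluo4 fluorescence kinetic imaging of calcium · Measure – B score of integrated Fluo4 ratio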
TMEM16A act = TMEM16A chloride channel activators or potentiators, primary screen, cell-based, HTS | Anoctamin-1 (Mus musculus), Q8BHY3 | HEK293 TMEM16A/YFP-H148Q/I152L, iodide quench fluorescence; active compounds read low | B-score at 10 µM | actives 0.3% (n = 340,000) | AID 623877, 2012;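 active means fluorescence-ratio B-score plate-corrected deviation score at least 3 library SD below zero, with starting fluorescence score within 5 deviations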;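 further: channel opened by trigger with iodide after compound preincubation; score built on the fluorescence ratio of max minus min over baseline; more negative score means more quench and so TMEM16A activation or potentiation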
HDAC3 inh = HDAC3 deacetylase inhibitors, primary screen, biochemical, fluorescence, cell-free homogeneous | actives 0.15% (n = 320,000) | inhibition, % at 8.3 µM | recombinant HDAC3, fluorogenic peptide/trypsin coupled; in the data active means inhibition above about 26%, passing the limit was not always enough; inconclusive means no clear call, values can overlap the other calls
Target sequence (O15379 whole entry, looked up): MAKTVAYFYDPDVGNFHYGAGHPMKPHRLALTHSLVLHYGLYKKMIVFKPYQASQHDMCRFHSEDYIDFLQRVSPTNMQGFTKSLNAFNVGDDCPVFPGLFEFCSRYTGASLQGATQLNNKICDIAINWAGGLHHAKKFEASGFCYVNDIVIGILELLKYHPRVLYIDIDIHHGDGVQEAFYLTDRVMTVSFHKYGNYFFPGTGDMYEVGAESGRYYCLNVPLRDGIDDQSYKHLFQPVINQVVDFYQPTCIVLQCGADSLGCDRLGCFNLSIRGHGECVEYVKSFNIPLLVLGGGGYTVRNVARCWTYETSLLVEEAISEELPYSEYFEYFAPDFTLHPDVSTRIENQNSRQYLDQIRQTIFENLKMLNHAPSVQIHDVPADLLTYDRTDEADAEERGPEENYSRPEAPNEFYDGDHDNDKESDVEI
TRPC6 inh = mouse TRPC6 channel inhibitors, primary screen, cell-based, HEK293, membrane potential dye. ACh-evoked depolarization; active compounds read low. B-score at 10 µM. actives 1.1% (n = 310,000). AID 2553, 2010;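 active means B-score under library mean minus 3 SD, initial fluorescence not abnormally high, positive integrated signal ratio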;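 further: B-score derived from integrated fluorescence ratio over the kinetic read; more negative B-score means stronger inhibition of depolarization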
MrgX1 agonist = agonists of human MrgX1 receptor, primary screen, HEK293 cells, Fluo-4 calcium flux; Mas-related G-protein coupled receptor member X1 (Homo sapiens), Q96LB2; Fluo-4 calcium fluorescence, agonist mode; active compounds read high; B-score at 10 µM; actives 0.44% (n = 310,000); AID 588627, 2011;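 active means calcium response B-score plate-corrected fluorescence ratio at least 3 library SD, with starting fluorescence B-score inside 5 SD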
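Test system: Stable human MrgX1 HEK293 cell line | Schedule: Overnight plating before 1 h dye loading | Read-out basis: Baseline-normalised fluorescence change ratio, B-scored | Detection: Kinetic calcium dye fluorescence, Fluo-4 NW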
TRPC6 act = mouse TRPC6 channel activators, primary screen, cell-based, HEK293, membrane potential dye | B-score at 10 µM | actives 0.13% (n = 310,000) | Short transient receptor potential channel 6 (Mus musculus), Q61143 | HEK293-TRPC6 membrane potential dye fluorescence; active compounds read high;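 active means B-score of the integrated fluorescence ratio above library mean plus 3 SD, and starting fluorescence ratio within library mean plus 5 SD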;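 further: higher score means more depolarization so channel activation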
SKKanGAS inh = S. pyogenes SKKanGAS growth inhibitors in kanamycin, primary screen, streptokinase expression inhibitor project, SKKanGAS strain, BacTiter-Glo luminescence; 6 h; inhibition, % at 7.5 µM; actives 1.3% (n = 300,000); AID 1662, 2009;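 active means mean replicate score, as percent of positive control median, at least 50; inconclusive means mean below 50 but one replicate at or above 50; inactive means mean and every replicate below 50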;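 further: strain carries kanamycin resistance gene driven by streptokinase promoter and grows in 40 µg/ml kanamycin; loss of luminescence reflects streptokinase promoter inhibition or plain growth inhibition; 0% = median of DMSO wells and 100% = positive control at its reference dose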
ANO1 block = TMEM16A chloride channel inhibitors, primary screen, cell-based, HTS | Anoctamin-1 (Mus musculus), Q8BHY3 | HEK293 TMEM16A/YFP iodide influx fluorescence, ionomycin | normalized B-score (activity score, 25-100; higher = stronger inhibition) at 10 µM | actives 1.2% (n = 310,000) | AID 588511, 2011;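 active means ratio plate-corrected score three or more library SD toward inhibition, starting fluorescence score within five deviations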;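 further: score derived from kinetic fluorescence span divided by baseline fluorescence per well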
MrgX1 allo act = positive allosteric modulators of MrgX1, primary screen, HEK293 cells, Fluo-4 calcium flux; Mas-related G-protein coupled receptor member X1 (Homo sapiens), Q96LB2; FDSS; active compounds read high; B-score at 10 µM; actives 0.63% (n = 310,000); AID 588675, 2011;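 active means plate-corrected calcium response at least 3 library SD above typical, normal starting fluorescence, not activating the receptor alone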;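 further: compound read alongside a low EC10 to EC30 dose of BAM8-22 agonist; peak minus trough fluorescence over baseline measured at the second addition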
RGS4 inh = RGS4 inhibitors, primary screen, cell-based, HEK293 M3R inducible RGS4, calcium flux; AID 463165, 2010; Regulator of G-protein signaling 4 (Homo sapiens), P49798; B-score at 10 µM; actives 0.45% (n = 310,000); Fluo-4 calcium flux; active compounds read high; triggered by carbachol at its EC20;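 active means B-score, a plate-corrected calcium signal, over three deviations above library mean, with baseline fluorescence within five deviations of library mean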;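 further: RGS4 expression induced by doxycycline in cells with stable M3 receptor; B-score is computed from the integrated fluorescence ratio over baseline after carbachol; higher B-score means a larger calcium signal and so more RGS4 inhibition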
Target sequence (P49798 whole entry, looked up): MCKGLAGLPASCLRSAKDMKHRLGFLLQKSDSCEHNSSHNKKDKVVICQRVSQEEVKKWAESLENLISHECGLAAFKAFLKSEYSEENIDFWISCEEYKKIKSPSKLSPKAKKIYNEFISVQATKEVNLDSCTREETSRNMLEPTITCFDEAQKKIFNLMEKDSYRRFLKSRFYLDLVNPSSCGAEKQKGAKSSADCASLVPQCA
An asterisk follows results filed as active; i = inactive; ? = inconclusive; · = no result given. An unsorted share of the library. About 6.7% of those tested had a hit in this group.

SMILES	MrgX1 antag	RGS4 act	TMEM16A act	HDAC3 inh	TRPC6 inh	MrgX1 agonist	TRPC6 act	SKKanGAS inh	ANO1 block	MrgX1 allo act	RGS4 inh
CN(C(=O)COC(=O)/C=C/c1ccc(C(F)(F)F)cc1)C1CCS(=O)(=O)C1 (stereo not drawn)	i	i	i	-5	i	i	i	2	i	i	i
CCCOC(=O)Nc1nnc(CCC)s1	i	i	i	-4	i	i	i	0	i	i	i
CCOC(=O)Cc1csc(NC(=O)CSc2nnnn2-c2ccc(C)cc2C)n1	i	i	i	-5	i	i	i	2	i	i	i
COc1ccc(NC(=O)c2ccccc2NC(=O)c2ccccc2)cc1	i	i	i	-4	i	i	i	-1	i	i	i
CCOC(=O)c1nn(-c2ccccc2)c2nnc(Cc3ccc(C)cc3)c(=O)n12	i	i	i	2	i	i	i	2	i	i	i
O=C(Cc1ccccc1)Nn1c(-c2ccccc2)nc2ccccc2c1=O	i	i	i	2	i	i	i	2	i	i	i
Cc1ccc(CNC(=O)CS(=O)(=O)Cc2nc(-c3ccccc3F)oc2C)cc1	i	i	i	·	i	i	i	2	i	i	i
COCCn1c(NCc2ccc(C)cc2)nc2c1c(=O)[nH]c(=O)n2C	i	i	i	9	i	i	i	-3	i	i	i
O=C(/C=C/c1ccco1)NC(=S)Nc1ccccc1N1CCCC1	i	i	i	6	i	i	i	3	i	i	i
NC(Cc1ccc(O)c([N+](=O)[O-])c1)C(=O)O (stereo not drawn)	i	i	i	-1	i	i	i	-3	i	i	i
CN(C)CCOCCOc1ccc(Cl)cc1Br	i	i	i	4	i	i	i	-7	i	i	i
O=C(c1cc(N2C(=O)C3C4CCC(C4)C3C2=O)ccc1Cl)N1CCN(c2ccc(F)cc2)CC1 (stereo not drawn)	i	i	i	·	i	i	i	3	i	i	i
CCN(C(=O)CCS(=O)(=O)c1cccc2nsnc12)c1cccc(C)c1	i	i	i	-1	i	i	i	1	i	i	i
CC1Sc2ccc(S(=O)(=O)N3CCC(C(=O)NCc4ccccc4)CC3)cc2NC1=O (stereo not drawn)	i	i	i	8	i	i	i	-1	i	i	i
CCOC(=O)c1c(NC(=O)C2C3C=CC(C3)C2C(=O)O)sc2c1CCC(C)C2 (stereo not drawn)	i	i	i	-7	i	i	i	-3	i	i	i
Cc1ccc2[nH]c3c(c2c1)CN(C(=O)CN1CCN(c2ccccn2)CC1)CC3	i	i	i	0	i	i	i	2	i	i	i
Cc1c(C(=O)Nc2cc(F)cc(F)c2)cnn1-c1ccccc1	i	i	i	5	i	i	i	-5	i	i	i
CNC(=O)c1cc2c(ccc3ccccc32)oc1=N	i	i	·	-116	i	i	i	8	i	i	i
COC(=O)c1c(NC(=O)CSc2nnc(-c3ccco3)n2Cc2ccccc2)sc(C)c1C	i	i	i	5	i	i	i	36	i	i	i
C=CCn1c(SCC(=O)NCCC2=CCCCC2)nc2ccc(Cl)cc2c1=O	i	i	i	-5	i	i	i	9	i	i	i
CCOC(=O)C1=C(C)NC(=O)NC1c1ccc(-c2ccc(F)cc2)o1 (stereo not drawn)	i	i	i	16	i	i	i	4	i	i	i
O=C(COC(=O)/C=C/c1cccc(F)c1)Nc1ccccc1-c1ccccc1	i	i	i	3	i	i	i	-1	i	i	i
CCOc1ccc(-n2c(SCC(=O)Nc3cc(C)on3)nnc2-c2c[nH]c3ccccc23)cc1	i	i	i	-3	i	i	i	-4	i	i	i
COc1ccc(/C(C)=N/NC(=O)Cc2c(C)nc(C)[nH]c2=O)cc1	i	i	i	5	i	i	i	-6	i	i	i
NC(=O)c1nsc(C(=O)N(c2ccccc2)C(C(=O)NC2CCCC2)c2cccs2)c1N (stereo not drawn)	i	i	i	-2	i	i	i	-3	i	i	i
CCc1ccc2c(c1)c(N=NC1=NC(=O)CS1)c(O)n2CC	i	i	i	4	i	i	i	?	i	i	5*
CC(=O)N(C)c1ccc(NC(=O)COc2ccc(Br)cc2C)cc1	i	i	i	-1	i	i	i	-3	i	i	i
C=CCOc1ccc(C(=O)/C=C2/C(=O)Nc3ccccc32)cc1	i	i	i	0	i	i	i	7	i	i	4.7*
CCc1noc(C)c1C(=O)Nc1ccc(S(=O)(=O)N2CCC(C)CC2)cc1	i	i	i	12	i	i	i	10	i	i	i
O=C(NCc1ccncc1)C(=O)Nc1ccc2c(c1)OCO2	i	i	i	-7	i	i	i	1	i	i	i
Cn1c(NC(=O)c2cc(Br)ccc2Cl)cc(=O)n(C)c1=O	i	i	i	4	i	i	i	-9	i	i	i
CCOc1ccccc1OCCCOc1ccc(C)cc1Br	i	i	i	0	i	i	i	32	i	i	i
O=C(CSCCc1ccccn1)Nc1cccnc1	i	i	i	0	i	i	i	4	i	i	i
O=C(Nc1ccc2c(c1)OCO2)c1cc(-c2ccncc2)nc2ccccc12	i	i	i	-6	i	i	i	-3	i	i	i
CCOC(=O)c1cnn2c(C)cc(-c3ccc(F)cc3)nc12	i	i	i	-9	i	26*	i	-10	i	i	i
CCOC(=O)c1cncc(O)c1	i	i	i	1	i	i	i	0	i	i	i
C/C(=N\N=C(N)N)c1cc(Cl)ccc1Cl	i	i	i	0	i	i	i	-8	i	i	i
COCC(=O)Nc1ccc([N+](=O)[O-])cc1OC	i	i	i	1	i	i	i	-1	i	i	i
NS(=O)(=O)c1ccc(NC(=S)NC2CC2)cc1	i	i	i	3	i	i	i	1	i	i	i
Nc1ccnc(=O)[nH]1	i	i	i	-6	i	i	i	-1	i	i	i
Cc1ccccc1C(=O)NCC(=O)NCC1(N2CCOCC2)CCCCC1	i	i	i	-3	i	i	i	-1	i	i	i
CCCC1CCC(c2nc(-c3cccnc3)no2)CC1 (stereo not drawn)	i	i	i	5	i	i	i	11	i	i	i
CN(C)C(=O)c1cc(S(=O)(=O)N(C)C)c(Cl)cc1N1CCCC1	i	i	i	2	i	i	i	-3	i	i	i
CCc1ccc(Nc2cc(C(=O)NCCCN3CCOCC3)c3ccccc3n2)cc1	i	i	i	1	i	i	i	-4	i	i	i
Cc1ccc(NC(=O)CN2CCc3cc4c(cc3C2)OCCCO4)cc1	i	i	i	8	i	i	i	0	i	i	i
CCOc1ccccc1NC(=O)c1cc(S(=O)(=O)N2CCOCC2)ccc1C	i	i	i	-3	i	i	i	-14	i	i	i
COc1cc(NC(=O)c2cccnc2)c(Cl)cc1NC(=O)c1ccc(Cl)cc1	i	i	i	-9	i	i	i	-2	i	i	i
O=C(Nc1ccc2c(c1)OCO2)c1ccc(NC2CC2)c([N+](=O)[O-])c1	i	i	i	·	i	i	i	5	i	i	i
O=C(CSc1nnc(C2COc3ccccc3O2)o1)N1CCOCC1 (stereo not drawn)	i	i	i	6	i	i	i	0	i	i	i
Cc1cc(C)cc(-n2c(O)c(C=NC3CCS(=O)(=O)C3)c3ccccc3c2=O)c1 (stereo not drawn)	i	i	i	7	i	i	i	3	i	i	i
CCCCNC(=O)CSc1nc2cc(OC)c(OC)cc2c(=O)n1Cc1ccc(OC)cc1	i	i	i	1	i	i	i	8	i	i	i
CC(C)c1cc(NCCOCCO)n2c(nc3ccccc32)c1C#N	i	i	i	-24	i	i	i	7	i	i	i
Clc1ccc(NCc2nnc3n2CCCCC3)cc1	i	i	i	-5	i	i	i	6	i	i	i
Cc1ccc(S(=O)(=O)NCC(=O)OCC(=O)NC(=O)NC2CCCC2)cc1	i	i	i	·	i	i	i	0	i	i	i
CCOc1ccc(/C=N/NC(=O)C(C)N(c2ccc(OC)cc2)S(C)(=O)=O)cc1 (stereo not drawn)	i	i	i	5	i	i	i	-11	i	i	i
COc1cc(NC(=O)CN(c2ccc(C)cc2)S(=O)(=O)c2c(C)nn(C)c2C)cc(OC)c1	i	i	i	-1	i	i	i	-1	i	i	i
CC(C)N(C(=O)COc1ccc(Br)cc1Cl)C(C)C	i	i	i	9	i	i	i	12	i	21*	i
COc1ccc2[nH]c(=O)c(CN(C(C)=O)c3ccc(C)c(C)c3)cc2c1	i	i	i	2	i	i	i	1	i	i	i
O=C(Oc1ccccc1)N1CCN(C(=O)c2ccco2)CC1	i	i	i	1	i	i	i	0	i	i	i
CCCCN(C(=S)Nc1cccc(SC)c1)C1CCN(C(C)=O)CC1	i	i	i	·	i	i	i	-1	i	i	i

Following part.
SMILES	MrgX1 antag	RGS4 act	TMEM16A act	HDAC3 inh	TRPC6 inh	MrgX1 agonist	TRPC6 act	SKKanGAS inh	ANO1 block	MrgX1 allo act	RGS4 inh
Cc1[nH]c2ccc(F)cc2c1CCN(Cc1ccncc1)C(=S)Nc1cccc(F)c1	i	i	i	0	i	i	i	16	i	i	i
COc1ccc(CNC(=O)COC(=O)/C=C/c2ccco2)cc1	i	i	i	6	i	i	i	-10	i	i	i
COc1ccc(S(=O)(=O)c2ccc(O)cc2)cc1	i	i	i	·	i	i	i	0	i	i	i
Cc1ccc(S(=O)(=O)CC(c2ccccc2)N2CCCCC2)cc1 (stereo not drawn)	i	i	i	7	i	i	i	0	i	i	i
CC(C)[C@H](NC(=O)c1ccccc1F)C(=O)NCc1ccc(S(N)(=O)=O)cc1	i	i	i	-5	i	i	i	-4	i	i	i
CC(C)c1ccc(NC2CCCN(C(=O)CCN3CCOCC3)C2)cc1 (stereo not drawn)	i	i	i	3	i	i	i	1	i	i	i
O=C(Cn1c(-c2ccc(Cl)cc2)noc1=O)N1CCN(c2ccccc2F)CC1	i	i	i	4	i	i	i	1	i	i	i
